High-throughput results as filed in PubChem BioAssay.
H9c2 protect – modulators protecting cardiomyocytes from myocardial damage. protection from H2O2 cell death, % at 20 µM. 0.63% of 360,000 active. H9c2 cardiomyocytes, H2O2 injury protection, ATPLite, 2 h;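 active = compounds giving at least 50% protection of heart cells from peroxide-induced death in the single-dose screen, raw or plate-pattern-corrected value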;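 note: 0% = DMSO wells with peroxide and 100% = DMSO wells without peroxide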
ABCB6 inh MLPCN – human ABCB6 transporter inhibition; fluorescence ratio to DMSO, % at 10 µM; K562-ABCB6 porphyrin accumulation, flow cytometry, 1 h; active compounds read low; 0.19% of 360,000 active; AID 602162;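 active = fluorescence ratio to DMSO below 75%, the collection mean minus 3 SD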;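 note: signal is porphyrin accumulated inside mitochondria; 100% equals median channel fluorescence of DMSO control wells; lower ratio means ABCB6 inhibition with less porphyrin fluorescence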
aDG glyco act – increases alpha dystroglycan glycosylation; Pro5-aDG cells, alpha-DG glycosylation AlphaScreen (IIH6); 0% Pro5, 100% B10-LARGE cell signal; AID 624168; activation, % at 10 µM; 0.22% of 360,000 active;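 active = activation of at least 8% versus controls, or a plate z-score of at least 8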;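 note: Pro5 are CHO cells carrying HIG-tagged alpha-DG that lacks glycosylation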
iPSC survival up – enhancers of human iPSC single-cell survival. hiPSC single-cell survival, ATPlite luminescence; 100% = ROCK inhibitor wells, 0% = DMSO. survival enhancement, % at 20 µM. 0.044% of 360,000 active. AID 602274; in the data active = survival enhancement above about 18%;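 note: cells exposed to compounds for 16 hours before the ATP read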
ABHD5-PLIN5 inh – inhibitors of human ABHD5-perilipin-5 interaction | Q00G26+Q8WTS1 | Split G. princeps luciferase complementation, luminescence, 4 h | inhibition, % at 4 µM | 0.78% of 360,000 active;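 active = inhibition above the mean inhibition across every tested compound plus 3 SD, cut at about 22% in these data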;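 note: 0% = DMSO only wells and the 100% control is not disclosed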
MC4R barr agon – human MC4R agonism via beta-arrestin; P32245; U2OS MC4R beta-arrestin complementation, luminescence; percent of melanotan II response, DMSO zero; activation, % at 8.9 µM; 0.98% of 360,000 active; AID 540308;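 active = activation above a per-plate cutoff, the mean activation of sample wells on that plate plus 3 SD, cut at about 8% in these data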
Target sequence (P32245 whole entry, looked up): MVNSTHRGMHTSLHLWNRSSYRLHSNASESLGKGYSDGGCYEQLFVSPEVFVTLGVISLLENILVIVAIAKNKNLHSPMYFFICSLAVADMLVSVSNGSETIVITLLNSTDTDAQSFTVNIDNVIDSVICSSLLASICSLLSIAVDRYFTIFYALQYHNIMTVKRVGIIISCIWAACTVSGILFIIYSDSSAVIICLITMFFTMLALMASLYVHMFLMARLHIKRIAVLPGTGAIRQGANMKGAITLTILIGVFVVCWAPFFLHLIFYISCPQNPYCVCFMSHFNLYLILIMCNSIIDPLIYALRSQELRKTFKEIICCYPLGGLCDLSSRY
N-glyco inh – blocks N-linked glycosylation in D54 reporter cells | 0.23% of 360,000 active | AID 588692 | D54 ERlucT glycosylation luciferase reporter, 24 h; percent of 100 nM tunicamycin response | reporter increase, % at 12.5 µM;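 active = mean luciferase reporter signal, scaled so untreated is 0 and the glycosylation-blocking control 100, at or above a set limit in every replicate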;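 note: luciferase carries N-glycosylation sites so blocking glycosylation raises the light; 0% = median of neutral control wells and 100% = median of 100 nM tunicamycin wells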
MC4R antagonist – blocks human MC4R cAMP signaling | P32245 | MC4R-expressing cells, MTII-stimulated cAMP, LANCE TR-FRET | inhibition, % at 6.5 µM | 0.48% of 360,000 active | AID 540295;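 active = inhibition above its plate's cutoff, the mean of tested wells on that plate plus 3 SD, cut at about 29% in these data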;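 note: 0% = Melanotan II alone and 100% = Melanotan II plus saturating MCL0020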
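System: U2OS-MC4R stable cell line; Technique: Eu-cAMP/anti-cAMP TR-FRET, emission 671 nm; Repeats: single well per compound; Also added: Melanotan II; Dosing: one concentration, 6.5 µM nominal; Schedule: 30-min compound, 1-h challenge, 1-h detection, room temperature.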
Granule exo inh – blocks lytic granule exocytosis; TALL-104 LAMP-1 surface exposure, flow cytometry; cells stimulated with thapsigargin and PMA; inhibition, % at 10 µM; 0.66% of 360,000 active;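 active = inhibition above about 55%, limit read from the data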
HTR2A ag – agonists of mouse serotonin 5-HT2A receptor (HTR2A). activation, % at 7.6 µM. P35363. 0.66% of 360,000 active. CHO-K1 mHTR2A beta-arrestin complementation, luminescence; percent of 30 µM serotonin response;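 active = activation above a run cutoff, the mean activation of all tested compounds plus 3 SD, cut at about 14% in these data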;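 note: 0% = plate median of compound wells and 100% = 30 µM serotonin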
Target sequence (P35363 whole entry, looked up): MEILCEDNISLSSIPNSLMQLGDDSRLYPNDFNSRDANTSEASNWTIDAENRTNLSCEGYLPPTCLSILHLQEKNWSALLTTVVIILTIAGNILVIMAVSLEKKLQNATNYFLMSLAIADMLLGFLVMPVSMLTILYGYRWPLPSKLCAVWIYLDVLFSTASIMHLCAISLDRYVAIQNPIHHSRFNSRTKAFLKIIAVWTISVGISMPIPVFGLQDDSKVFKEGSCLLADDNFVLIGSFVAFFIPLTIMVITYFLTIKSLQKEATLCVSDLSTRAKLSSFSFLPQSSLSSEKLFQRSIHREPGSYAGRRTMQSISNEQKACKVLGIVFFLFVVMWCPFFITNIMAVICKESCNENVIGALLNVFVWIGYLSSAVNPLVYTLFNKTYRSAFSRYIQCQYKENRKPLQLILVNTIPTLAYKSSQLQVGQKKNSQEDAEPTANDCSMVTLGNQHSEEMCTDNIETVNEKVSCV
An asterisk follows results filed as active; . = not tested or not shown.

SMILES	H9c2 protect	ABCB6 inh MLPCN	aDG glyco act	iPSC survival up	ABHD5-PLIN5 inh	MC4R barr agon	N-glyco inh	MC4R antagonist	Granule exo inh	HTR2A ag
CN1CCN(C(=O)CN2C(=O)NC(C)(c3ccc4ccccc4c3)C2=O)CC1 (stereo not drawn)	7	96	0.1	-0.4	-2	-1.1	2	0	0	-6
CCN1CCn2c1nc(N1CCCCC1)nc2=O	3	100	0.1	0.8	2	0.9	3	14	0	5
O=C(NCCN1CCOCC1)C1CC(=O)N(c2ccc(Cl)cc2)C1 (stereo not drawn)	9	98	0.1	3.3	-2	1.5	0	12	-1	4
CCCCc1nc2cc(C(=O)N3CCN(c4cnccn4)CC3)ccc2o1	1	100	0.2	-0.8	8	-1.1	-2	2	-1	2
Cc1ccc(S(=O)(=O)Nc2cc(S(=O)(=O)N3CCOCC3)ccc2NCC2CCCO2)cc1 (stereo not drawn)	-2	98	0.0	-2.4	-1	-1.0	1	4	2	0
CC(C)CCNC(=O)c1c[nH]c2ccc(S(=O)(=O)N3CCC4(CC3)OCCO4)cc2c1=O	-6	95	-0.3	-0.1	-3	-0.3	3	7	-7	-6
Cc1ccc(Cn2c(SCCN3CCCCC3)nc3c2c(=O)[nH]c(=O)n3C)cc1	22	97	-0.3	-0.6	-9	-1.1	-1	-4	0	-1
COc1ccc(CC(=O)OCC(=O)Nc2ccc3[nH]c(=O)[nH]c3c2)cc1OC	4	94	-0.1	1.4	5	0.3	1	1	-2	2
CCOc1ccc(S(=O)(=O)Nc2cccc(C(=O)N3CCN(c4ccccc4O)CC3)c2)cc1	-11	95	1.1	1.9	6	2.2	-2	-2	0	8
O=C1CC(c2ccccc2)CC(O)=C1C=NCCc1ccccc1 (stereo not drawn)	-4	97	0.2	0.7	-2	0.8	-2	9	-5	4
COc1ccc(NC(=O)c2c(Nc3ccccc3)sc(C(=O)c3ccc(F)cc3)c2N)cc1	-13	96	0.9	-0.5	3	12*	-12	1	-1	-1
COc1ccccc1NC(=O)COC(=O)Cc1c[nH]c2ccccc12	-2	97	0.0	0.4	0	2.0	4	2	-1	15*
O=C(Nc1cccc(S(=O)(=O)N2CCCCC2)c1)C1COc2ccccc2O1 (stereo not drawn)	-11	93	0.2	-0.5	-11	0.7	-1	7	5	1
O=[N+]([O-])c1ccc(N2CCCCC2)cc1	-4	99	0.0	-0.8	-2	-0.3	0	-1	-3	5
CC1CCN(C(=O)CSc2ccc(-c3ccc4c(c3)OCCO4)nn2)CC1	1	100	-0.2	-0.3	1	-1.4	0	-1	15	8
CC[C@]12c3[nH]c4cc(CCC(=O)N(C)C)ccc4c3CCN1C(=O)[C@@H](CC(=O)NCCC1=CCCCC1)C[C@@H]2C(=O)N1CCN(C(=O)C2CC2)CC1	4	99	0.6	-1.1	-4	-1.4	0	14	-2	-2
CCOc1ccc(NC(=O)Cn2c(=O)oc3ccccc32)cc1	-14	107	0.4	1.6	-2	0.0	2	-2	0	9
COc1cc2c(cc1OC)C(C(=O)N1CCCCC1)C(c1ccccc1F)N(C)C2=O (stereo not drawn)	22	95	0.0	1.8	-1	-2.6	1	14	3	5
O=C(COC(=O)c1ccc(NS(=O)(=O)c2cccs2)cc1O)NC1CCCCC1	-2	94	0.1	-0.2	-4	-2.8	2	11	-4	4
O=C(NNS(=O)(=O)c1ccc(C(=O)NC2CCCC2)cc1)c1ccncc1	-1	92	0.1	0.6	1	-0.6	2	6	0	6
Cc1ccc(Cl)c(OC(=O)C2CSC3(C)CCC(=O)N23)c1 (stereo not drawn)	1	105	-0.1	-0.5	-6	-2.1	0	13	-2	2
CC(C)n1nnnc1C1c2ccccc2C(=O)N1CCc1c[nH]c2ccccc12 (stereo not drawn)	.	93	-0.5	-0.4	-1	.	.	.	3	0
COc1ccc(C2/C(=C(/O)c3ccc(C)cc3)C(=O)C(=O)N2CCCN2CCOCC2)cc1 (stereo not drawn)	-4	99	-0.1	-0.4	12	-0.9	1	-8	8	0
CC(=O)Nc1c(C(=O)O)ccc(C)c1OCc1ccccc1	8	101	-0.3	14	0	0.5	1	4	2	-4
Cc1ccc(S(=O)(=O)NC(=O)C2(C)CCN2C(=O)CCc2ccc(Cl)cc2Cl)cc1 (stereo not drawn)	5	105	-0.1	3.8	-2	0.9	1	3	-16	1

In the list so far, these have two or more sulfur atoms.
SMILES	H9c2 protect	ABCB6 inh MLPCN	aDG glyco act	iPSC survival up	ABHD5-PLIN5 inh	MC4R barr agon	N-glyco inh	MC4R antagonist	Granule exo inh	HTR2A ag
Cc1ccc(S(=O)(=O)Nc2cc(S(=O)(=O)N3CCOCC3)ccc2NCC2CCCO2)cc1 (stereo not drawn)	-2	98	0.0	-2.4	-1	-1.0	1	4	2	0
O=C(COC(=O)c1ccc(NS(=O)(=O)c2cccs2)cc1O)NC1CCCCC1	-2	94	0.1	-0.2	-4	-2.8	2	11	-4	4

Further entries
SMILES	H9c2 protect	ABCB6 inh MLPCN	aDG glyco act	iPSC survival up	ABHD5-PLIN5 inh	MC4R barr agon	N-glyco inh	MC4R antagonist	Granule exo inh	HTR2A ag
COc1ccccc1CN1CC(C(=O)NCCc2ccccc2Cl)CCC1=O (stereo not drawn)	-1	110	0.4	-0.3	-2	0.3	-3	12	0	5
O=C(Nc1cccc(Cc2ccccc2)c1)Nc1ccc2nc([C@@H]3O[C@H](CO)[C@@H](O)[C@H](O)[C@H]3O)[nH]c2c1	-3	107	-0.3	-0.6	-1	-0.2	0	15	0	-13
Cc1c(C(=O)NCC2CCCO2)sc2nc(-c3ccc(F)cc3)cn12 (stereo not drawn)	2	98	0.3	2.3	2	0.6	1	6	-2	-1
O=C(CN1C(=O)c2cccc3cccc1c23)Nc1ccc(S(=O)(=O)Nc2nccs2)cc1	.	98	.	.	12	0.8	-1	10	0	2
CN1CCN(C(=O)/C(=C\c2cccc([N+](=O)[O-])c2)NC(=O)c2cccs2)CC1	9	95	0.0	-0.8	1	0.4	2	-3	-1	1
Cc1cc(C)cc(NC(=O)N2CCC(NC(=O)c3ccc(F)cc3)CC2)c1	-3	98	-0.3	4.5	6	3.8	2	11	4	-4
COc1ccc(NC(=O)C2C(c3ccc4c(c3)OCO4)=Nc3ccccc3N2C(C)=O)cc1 (stereo not drawn)	.	.	0.2	.	2	.	.	.	15	3
Cc1cc(C)nc(NS(=O)(=O)c2ccc(NC(=O)COc3ccccc3F)cc2)n1	0	98	-0.2	-0.1	-1	-0.9	1	-1	-6	0
N=c1n(CC(=O)O)c2ccccc2n1Cc1ccccc1Cl	1	94	0.3	0.3	7	-1.6	1	3	-2	-2
COc1ccc(C(=O)NC2CCCc3c2cnn3-c2cc(F)cc(F)c2)c(OC)c1OC (stereo not drawn)	3	101	0.4	-0.2	0	-1.2	9	5	0	5
CCCCn1nc2cc(C(=O)NCC34CC5CC(CC(C5)C3)C4)ccc2c1OC	1	98	0.4	4.0	-2	-2.1	0	5	-5	4
CCOc1ccccc1/C=N/Nc1nc(C)cc(=O)[nH]1	8	101	0.0	0.2	-2	0.9	1	-1	-9	-6
Cc1ccc(NC(=O)COC(=O)c2ccc3c(c2)OCO3)c(C)c1	-3	91	-0.1	-0.4	8	2.4	0	0	-4	3
CCCCn1c(N)c(N(CCOC)C(=O)c2cccc(S(=O)(=O)N3CCCCCC3)c2)c(=O)[nH]c1=O	2	104	0.2	-0.4	6	-2.0	4	0	-1	4

Reprinted at random: seven entries already listed
SMILES	H9c2 protect	ABCB6 inh MLPCN	aDG glyco act	iPSC survival up	ABHD5-PLIN5 inh	MC4R barr agon	N-glyco inh	MC4R antagonist	Granule exo inh	HTR2A ag
CCCCn1nc2cc(C(=O)NCC34CC5CC(CC(C5)C3)C4)ccc2c1OC	1	98	0.4	4.0	-2	-2.1	0	5	-5	4
O=C(CN1C(=O)c2cccc3cccc1c23)Nc1ccc(S(=O)(=O)Nc2nccs2)cc1	.	98	.	.	12	0.8	-1	10	0	2
COc1ccc(C(=O)NC2CCCc3c2cnn3-c2cc(F)cc(F)c2)c(OC)c1OC (stereo not drawn)	3	101	0.4	-0.2	0	-1.2	9	5	0	5
Cc1ccc(NC(=O)COC(=O)c2ccc3c(c2)OCO3)c(C)c1	-3	91	-0.1	-0.4	8	2.4	0	0	-4	3
CN1CCN(C(=O)/C(=C\c2cccc([N+](=O)[O-])c2)NC(=O)c2cccs2)CC1	9	95	0.0	-0.8	1	0.4	2	-3	-1	1
Cc1c(C(=O)NCC2CCCO2)sc2nc(-c3ccc(F)cc3)cn12 (stereo not drawn)	2	98	0.3	2.3	2	0.6	1	6	-2	-1
N=c1n(CC(=O)O)c2ccccc2n1Cc1ccccc1Cl	1	94	0.3	0.3	7	-1.6	1	3	-2	-2
